Screening results (PubChem BioAssay)
Polio RdRp inh = inhibitors of poliovirus RNA polymerase binding and polymerization | 150,000 compounds, 0.66% hits | % elongation, % (compound at 16.7 µg/mL) | poliovirus polymerase elongation, fluorescence polarization; stronger effect = lower value | P03300 | AID 588519; in the data active = % elongation below about 90%; also: some results filed as inactive read as strong as hits
Target sequence (P03300 1749-2209 limits assumed): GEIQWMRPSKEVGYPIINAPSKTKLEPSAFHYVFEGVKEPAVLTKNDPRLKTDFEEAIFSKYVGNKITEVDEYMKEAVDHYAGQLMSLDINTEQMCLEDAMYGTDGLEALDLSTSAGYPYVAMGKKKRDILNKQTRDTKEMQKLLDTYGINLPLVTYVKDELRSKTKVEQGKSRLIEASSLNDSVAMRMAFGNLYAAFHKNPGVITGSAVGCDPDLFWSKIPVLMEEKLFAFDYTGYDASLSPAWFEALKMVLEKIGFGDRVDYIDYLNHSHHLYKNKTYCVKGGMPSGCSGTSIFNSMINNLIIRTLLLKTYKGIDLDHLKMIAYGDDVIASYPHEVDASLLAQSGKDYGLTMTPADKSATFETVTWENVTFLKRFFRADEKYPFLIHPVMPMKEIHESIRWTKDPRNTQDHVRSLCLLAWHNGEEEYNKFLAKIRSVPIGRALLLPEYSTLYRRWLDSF
Polio RdRp inh FP z-score = recorded beside Polio RdRp inh, whose call it bears; z-score; measured here: FP z-score; hits read low
Numbers without * were called inactive; & = joins results of further samples. These rows are one share of the data; the hit share may differ from the screen's.

SMILES	Polio RdRp inh	Polio RdRp inh FP z-score
COc1ccccc1N1CCN(S(=O)(=O)c2ccc(F)c(C(=O)Nc3ccc(C)c(F)c3)c2)CC1	104	-0.9
CC(C)Nc1nc(NC(C)C)nc(Nn2cnnc2)n1	101	-0.3
N#CC(C#N)=Cc1ccc(-c2ccccc2)o1	77	-9
O=C(/C=C/c1cc(Br)ccc1F)OCC(=O)N1CCOCC1	98	-0.3
CCN(CC)c1ccc(C2C(C#N)=C(N)N(c3cccc(C)c3)C3=C2C(=O)CCC3)cc1 (centres undefined)	101	-0.1
COc1ccc(-c2cc(C(F)(F)F)n3nc(C(=O)Nc4sc5c(c4C(=O)OC(C)C)CCC(C)C5)cc3n2)cc1 (centres undefined)	106	0.6
Cc1ccc(NC(=O)CN(C)C(=O)COc2cccc3cccnc23)cc1	99	-0.3
Cc1ccc(C)n1CCN1CCN(S(=O)(=O)c2ccccc2)CC1	101	-0.3
O=C(Cc1ccc(S(=O)(=O)N2CCCC2)s1)Nc1ccc2c(c1)OCO2	102	0
COc1ccc(Cl)cc1NC(=O)Nc1c[nH]c(=O)[nH]c1=O	109	0.3
Cc1ccc2c(c1)NC(c1ccc(N(C)C)cc1)O2 (centres undefined)	116	1.8
CCOc1ccc(CNS(=O)(=O)c2ccc3c(c2)CC(C)N3C(C)=O)cc1OC (centres undefined)	108	0.4
Cc1ccccc1C(=O)N1CC(=O)Nc2ccc(Cl)cc2C1c1ccccc1 (centres undefined)	108	0.5
CCn1c(COC(=O)/C=C/c2nc3ccccc3s2)nc2cc(S(=O)(=O)N(C)C)ccc21	109	0.9
O=C(Cc1cccc2ccccc12)Nc1nnc(-c2ccncc2)o1	102	0.5
CCC(NC(N)=O)C(=O)O (centres undefined)	99	-0.3
CCC(C(=O)Nc1cc(OC)cc(OC)c1)n1nc(-c2ccc(C)c(C)c2)ccc1=O (centres undefined)	101	-1.2
CCN1CCN(Cc2nc3cc(NC(=O)c4cc(OC)c(OC)c(OC)c4)ccc3n2CC)CC1	98	-0.5
CN(C(=O)CSc1nc2ccc(NC(=O)c3ccco3)cc2s1)c1ccccc1	108	0.3
Cc1ccc(C(=O)N2N=C3c4ccccc4S(=O)(=O)N3C2N(C)C)cc1 (centres undefined)	106	0.4
COC(=O)C1=CNC=C(C(=O)OC)C1c1ccc(C(F)(F)F)cc1	99	-0.6
CCOC(=O)CN1C(=S)NC(C)(C)C=C1C	101	0
NNc1nc2c(c(=O)[nH]1)C1(CCCCC1)Cc1ccccc1-2	102	0.8
CCN(C(=O)C1CCC(CNS(=O)(=O)c2cccc3nsnc23)CC1)c1cccc(C)c1 (centres undefined)	107	0.6
O=S(=O)(NCc1ccco1)c1ccc2c(c1)Cc1ccccc1-2	103	1.5
CC(NC(=O)COn1nnc2ccccc21)C1CC2CCC1C2 (centres undefined)	99	-0.4
Cc1[nH]nc2c1C(c1ccccc1)C1=C(CC(C)(C)CC1=O)N2 (centres undefined)	101	-0.1
NNc1ncnc2sccc12	106	0.5
O=C(CC1(O)C(=O)N(CCc2ccccc2)c2ccc(Br)cc21)c1ccccc1 (centres undefined)	105	-0.1
O=C1CC(N2CCCC2)C(=O)N1c1ccccc1 (centres undefined)	103	0.4
O=C(CCC(=O)N1CCOc2ccccc21)NCc1ccco1	105	0.9
CCCn1c(=O)c(Br)cn(-c2ccccc2C)c1=O	101	-0.1
CCOC(=O)c1[nH]c(C)c(CCC(=O)N2CCN(c3ccccc3)CC2)c1C	110	0.6
O=C(/C=C/c1ccc2c(c1)OCO2)OCc1ccccc1	103	0.6
Cc1ccc(NC(=S)NC(=O)C23CC4CCC(CC(C4)C2)C3)cc1	102	0.1
O=C(NC(=S)Nc1ccncc1)c1ccccc1	105	0.4
O=C1CCN(Cc2ccccc2)C(=S)N1	104	0.7
COc1ccc(-c2noc(CNC(=O)CC(c3ccccc3)c3ccccc3)n2)cc1	101	0
CCC(=O)c1c(C)nc2n(Cc3ccccc3)c3ccccc3n12	105	1.3
Cc1cc(NS(=O)(=O)c2ccc(NC(=O)CSc3nnc(-c4ccccn4)n3Cc3ccco3)cc2)nc(C)n1	101	0.2

Six entries from above, with two lines to a compound:
Screens in order: Polio RdRp inh, Polio RdRp inh FP z-score
> O=C(CC1(O)C(=O)N(CCc2ccccc2)c2ccc(Br)cc21)c1ccccc1 (centres undefined)
    105, -0.1
> COc1ccc(-c2noc(CNC(=O)CC(c3ccccc3)c3ccccc3)n2)cc1
    101, 0
> CCCn1c(=O)c(Br)cn(-c2ccccc2C)c1=O
    101, -0.1
> CCOC(=O)c1[nH]c(C)c(CCC(=O)N2CCN(c3ccccc3)CC2)c1C
    110, 0.6
> NNc1nc2c(c(=O)[nH]1)C1(CCCCC1)Cc1ccccc1-2
    102, 0.8
> CCN(C(=O)C1CCC(CNS(=O)(=O)c2cccc3nsnc23)CC1)c1cccc(C)c1 (centres undefined)
    107, 0.6

Additional entries follow:
SMILES	Polio RdRp inh	Polio RdRp inh FP z-score
CCOc1ccc(NS(=O)(=O)c2ccc3nc(-c4ccccc4)[nH]c3c2)cc1	111	0.6
O=C(O)CN1C(=O)/C(=C2\SC(=Nc3ccc(Br)cc3)NC2=O)c2ccccc21	109	4.5
COc1ccc(-c2nc3scc(CCNS(=O)(=O)c4c(C)noc4C)n3n2)cc1	102	-1.1
C=CCN1C(=O)CSC1=Nc1ccc(C(=O)O)cc1	103	0.3
C=CCc1cccc2cc(C(=O)Nc3cccc(Cl)c3)c(=O)oc12	110	0.9
COc1ccc2c(c1)c(C(=O)Nc1nccs1)c(C)n2C1CCCCC1	108	0.6
Cc1ccc(CNC(=O)CN2CCN(Cc3ccc(F)cc3)C2=O)cc1	110	-0.6
COc1ccc(S(=O)(=O)c2cn(CC(=O)Nc3cccc(OC)c3)c3nc(C)ccc3c2=O)cc1	102	0.9
CCc1ccc(C2NC(=O)c3c(sc4c3CCN(C)C4)N2)cc1 (centres undefined)	104	0.7
COc1ccc(-c2nc3ccccc3o2)cc1NC(=O)CSc1ccc(Cl)cc1	108	1
CC1Cc2cc(S(=O)(=O)CCC(=O)Nc3ccc(F)cc3Cl)ccc2N1C(=O)C1CC1 (centres undefined)	110	0.4
CC(C)(C)OC(=O)N1CCC(c2c(C(=O)NC3CCCCC3)cnn2-c2ccc(F)cc2F)CC1	112	1.2
O=C(CC1CCCC1)OCc1cccs1	102	0.4
CN(C)C1CCCCC1NS(=O)(=O)c1ccccc1 (centres undefined)	102	-0.3
COC(=O)C(C)Sc1ccc2nnc(-c3cccnc3)n2n1 (centres undefined)	99	-0.7
CC(C)(C)C(=O)Nc1c(Br)c(C2CC2)nn1-c1ccccc1	101	-0.3
CC(C)/C=C1\CCCCC1O (centres undefined)	102	0
C=CCN(CC=C)C(=O)c1csc(Nc2ccc(C)cc2)n1	102	-0.2
CCOC(=O)c1ccc(NC2=CC(c3ccc(Br)cc3)N(c3ccc(C(=O)OCC)cc3)C2=O)cc1 (centres undefined)	102	-0.3
COc1ccc(NC(=O)CSc2oc(-c3ccco3)nc2S(=O)(=O)c2ccc(C)cc2)c(OC)c1	105	0

Brought forward from above: five entries; new compounds follow.
SMILES	Polio RdRp inh	Polio RdRp inh FP z-score
CC(C)(C)C(=O)Nc1c(Br)c(C2CC2)nn1-c1ccccc1	101	-0.3
CC(C)/C=C1\CCCCC1O (centres undefined)	102	0
C=CCN(CC=C)C(=O)c1csc(Nc2ccc(C)cc2)n1	102	-0.2
CCOC(=O)c1ccc(NC2=CC(c3ccc(Br)cc3)N(c3ccc(C(=O)OCC)cc3)C2=O)cc1 (centres undefined)	102	-0.3
COc1ccc(NC(=O)CSc2oc(-c3ccco3)nc2S(=O)(=O)c2ccc(C)cc2)c(OC)c1	105	0
COc1ccc(CNC(=O)Cn2c(=O)cc(C)c3c(C)nn(-c4cccc(Cl)c4C)c32)cc1	106	0.1
O=C(NCCN1CCOCC1)c1ccc(-c2ccccc2)cc1	99	-0.6
CCS(=O)(=O)c1ccc(O)c(-n2c(=S)[nH]c3ccccc3c2=O)c1	101	-0.3
CC(=O)c1cccc(NC(=O)C2CCN(c3nnc(-n4cccc4)s3)CC2)c1	105	-0.3
O=S(=O)(Cc1ccc(Cl)cc1)c1nc2ccccc2[nH]1	98	-0.4
O=C(O)C=C1C2CC3CC(C2)CC1C3	101	-0.1
COc1cccc(C(=O)NCC(c2ccc3c(c2)OCO3)N2CCOCC2)c1 (centres undefined)	101	-1.4
CCOc1nc(NC(=O)NS(=O)(=O)Oc2cccc(Cl)c2)nc(-c2ccccc2)n1	104	0.2
COc1ccc(N2C(=O)CSC23C(=O)N(CN2CCCC(C)C2)c2ccccc23)cc1 (centres undefined)	102	0
CC1(C)C(=O)NCCN1C(=O)CCC(=O)O	100	-0.8
CCOc1ccc(NC(=O)N(CCc2ccncc2)C(C)C)cc1	102	0.4
O=CN/N=C/c1cn(-c2cccs2)nc1-c1ccccc1	103	0.3
O=S(=O)(CCSc1ccccn1)c1nc2ccccc2s1	98	-0.5
c1cncc(-c2noc(-c3ccc4c(c3)OCO4)n2)c1	99	-0.8
CCOc1cc(-c2ccc(OC(=O)c3ccc(Cl)cc3)c(OC)c2)cc(=O)c2c(C)oc(C)c12	109	0.6
Clc1ccc(-c2csc(-c3cccc(-n4cccc4)c3)n2)cc1	105	0.8
CC(C)c1ccc(NC(=O)CSC2=Nc3ccccc3C3=NC(CC(=O)NC4CCCCC4)C(=O)N23)cc1 (centres undefined)	104	-0.7
CCOc1ccc(C2C(C(=O)c3ccc(C)o3)=C(O)C(=O)N2Cc2cccnc2)cc1OC (centres undefined)	102	0.1
Cc1c(C(=O)NN2CCCCC2)nn(-c2ccc(Cl)cc2Cl)c1-c1ccc(I)cc1	104&101	1.2&0.3
Cc1ccccc1-c1nc(CS(=O)(=O)CC(=O)N2CCCC2)c(C)o1	101	0.3
COc1ccccc1-c1c(C(F)(F)F)oc2c(CN3CCCCC3C)c(O)ccc2c1=O (centres undefined)	106	0.7
CCCCCn1c(=O)[nH]c2cc(C(=O)N3CCN(c4cccc(C(F)(F)F)c4)CC3)ccc2c1=O	107	0.7
Cc1ccc(-c2nn3c(-c4ccccc4C)nnc3c3ccccc23)cc1	110	0.8
N#CCCn1cc(C(=O)COc2ccccc2C#N)c2ccccc21	101	-0.1
Cc1nsc(N)c1C(=O)O	104	0.2
COc1ccc2nc(NC(=O)C3CCC3)sc2c1	100	-0.3
O=C(O)c1ccc(N=Cc2cccnc2)cc1	104	-0.1
Cc1ccc(S(=O)(=O)CCSC2=CC(=O)CC(C)(C)S2)cc1	101	-0.8
CC(C)N(C(=O)Cn1c(SCC(=O)N2CCOCC2)nc2ccccc21)C(C)C	101	-0.2
Cn1nc(-c2ccc(Cl)cc2)c2cc(C(=O)NCC3CCCO3)sc21 (centres undefined)	100	-0.1
O=C1NCCN1CCNC(=S)Nc1ccc(OC(F)(F)F)cc1	108	1.1
Cc1ccc(-c2nnc(NC(=O)c3ccc(S(=O)(=O)N4CCCC4)cc3)o2)c(C)c1	98	-1.6
CCCN1CCC(NC(=O)Nc2ccccc2C(=O)OC)CC1	100	-0.1
COc1cccc(C(=O)N2CCc3c([nH]c4ccccc34)C2c2ccc(SC)cc2)c1 (centres undefined)	119	2.9
N#Cc1c(Nc2ccccc2Cl)s[nH]c1=O	102	0.3
O=c1cnc2ccccc2n1Cc1cc(=O)n2ccsc2n1	99	-0.5
Cc1ccccc1Nc1nc(N)nc(COC(=O)Cc2c[nH]c3ccccc23)n1	108	0.6
Cc1nnc(C)c2c(C)n(-c3ccc4c(c3)OCO4)c(C)c12	105	1.1
Cc1oc(-c2ccccc2)nc1C(=O)N(C)CC(=O)Nc1ccc(N2CCOCC2)cc1	105	0.2
CC(=O)Oc1cc2c(C(=O)NCCCN3CCOCC3)c(C)oc2c2ccccc12	105	0.6

Entries above with a cyano group, in the order listed:
SMILES	Polio RdRp inh	Polio RdRp inh FP z-score
N#CC(C#N)=Cc1ccc(-c2ccccc2)o1	77	-9
CCN(CC)c1ccc(C2C(C#N)=C(N)N(c3cccc(C)c3)C3=C2C(=O)CCC3)cc1 (centres undefined)	101	-0.1
N#CCCn1cc(C(=O)COc2ccccc2C#N)c2ccccc21	101	-0.1
N#Cc1c(Nc2ccccc2Cl)s[nH]c1=O	102	0.3

Other entries follow:
SMILES	Polio RdRp inh	Polio RdRp inh FP z-score
CC(C)OC(=O)c1c(-c2ccccc2)c(-c2ccccc2)nn(C)c1=O	108	0.4
CNc1nc(=S)[nH]c2ccccc12	99	-0.1
CCC(=O)N1CCc2cc(S(=O)(=O)CCC(=O)NCc3ccc(OC)cc3)ccc21	109	-0.1
COCCn1c(C)nnc1SCC1CCCO1 (centres undefined)	101	-0.1
CN(C)C(=O)CSc1ccc(-c2ccc(F)cc2)nn1	100	-0.5
O=C(c1ccco1)c1cn(CC(=O)N2CCc3ccccc32)c2ccccc12	101	0
C=CCn1c(-c2ccccc2Cl)nn(CCC#N)c1=S	99	-0.4
CC1(C)CC(=O)C(C=NCCN2CCN(C(=O)Cc3ccccc3)CC2)=C(O)C1	103	0.2
O=C(CSc1ccccc1C(=O)O)c1ccccc1	103	1.4
CN(Cc1cccs1)C(=O)CSc1nnc(-c2ccccc2)n1-c1ccccc1	102	-0.3
O=C(NN=C1CCCC1)c1ccccc1O	95	-1.8
O=C(NCCc1c[nH]c2ccccc12)C1Cc2ccccc2CN1C(=O)c1ccco1 (centres undefined)	101	-0.1
CCCCCCN1C(=O)NC(c2ccccc2)C1=O (centres undefined)	104	0.8
CCn1c(=O)c2cc(C(=O)NCCCN3CCC(C)CC3)sc2c2ccccc21	98	-0.5
O=S1(=O)c2cccc3cccc(c23)N1Cc1cccc(Br)c1	103	0.5
N#C/C(=C\c1ccccc1)C(=O)O	95	-1
Cc1cc(C(=O)O)c(C#N)c(N)n1	98	-0.4
CCN(CC)S(=O)(=O)c1ccc(N2CCCC2=O)cc1Cl	100	-1.2
